# ROC1-CUL1 inh – blocks human RBX1-Cullin-1 di-ubiquitin formation; in vitro K48 di-Ub FRET, acceptor:donor ratio, 45 min; inhibition, % at 10 µM; P62877+Q13616; AID 1347404; 140,000 tested, 0.6% active; in the data active = inhibition above about 25%
# Target sequence (P62877 whole entry, looked up): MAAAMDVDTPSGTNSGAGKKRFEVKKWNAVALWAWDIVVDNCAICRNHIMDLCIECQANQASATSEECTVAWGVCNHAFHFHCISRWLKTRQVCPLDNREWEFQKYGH
# Target sequence (Q13616 whole entry, looked up): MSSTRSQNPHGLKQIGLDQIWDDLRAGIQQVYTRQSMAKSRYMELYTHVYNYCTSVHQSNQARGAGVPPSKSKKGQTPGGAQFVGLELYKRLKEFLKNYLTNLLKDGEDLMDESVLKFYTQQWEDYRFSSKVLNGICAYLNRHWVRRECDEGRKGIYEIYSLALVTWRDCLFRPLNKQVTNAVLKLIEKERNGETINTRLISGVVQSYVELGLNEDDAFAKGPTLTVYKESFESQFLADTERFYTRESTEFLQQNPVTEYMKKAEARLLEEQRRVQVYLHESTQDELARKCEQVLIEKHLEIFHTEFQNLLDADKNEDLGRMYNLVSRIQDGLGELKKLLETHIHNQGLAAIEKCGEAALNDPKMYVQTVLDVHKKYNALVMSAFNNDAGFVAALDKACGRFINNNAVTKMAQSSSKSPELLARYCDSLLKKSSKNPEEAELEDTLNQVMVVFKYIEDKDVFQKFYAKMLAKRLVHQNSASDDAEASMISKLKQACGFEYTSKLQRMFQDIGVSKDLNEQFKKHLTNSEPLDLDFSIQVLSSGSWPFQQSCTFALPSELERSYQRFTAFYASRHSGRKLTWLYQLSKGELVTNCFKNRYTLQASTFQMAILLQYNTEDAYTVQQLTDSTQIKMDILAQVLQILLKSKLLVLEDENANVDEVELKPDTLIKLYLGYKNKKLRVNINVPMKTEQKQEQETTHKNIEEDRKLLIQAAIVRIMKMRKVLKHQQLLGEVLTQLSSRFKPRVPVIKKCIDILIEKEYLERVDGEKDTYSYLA
# * hit, by the source's call.
SMILES	ROC1-CUL1 inh
O=C(O)c1ncccc1S(=O)(=O)O	1
Cc1c(C)[n+]([O-])cn1C(C(=O)O)C(C)C (configuration not stated)	-8
CCS(=O)(=O)c1ncc(N(Cc2ccc(F)cc2)Cc2ccco2)c(C(=O)Nc2cc(C)ccc2C)n1	-3
CC(C)CCNC(=O)c1cn(C)c2ccc(S(=O)(=O)N3CCCC3)cc2c1=O	4
COc1ccc(C(=O)Nc2nnc(CCSc3ccc(C)cc3)s2)cc1OC	14
COc1cccc(-c2ccccc2NC(=O)C2CCN(Cc3ccc(CO)o3)CC2)c1	8
CC(=O)NC1CC(=O)N(c2ccc3c(c2)OCCO3)C1 (configuration not stated)	-3
O=C(c1ccc(CSc2nc3ccncc3n2Cc2ccccc2)cc1)N1CCCCCC1	0
CCc1ccccc1N(CC)C(=O)C(=O)Nc1ccc2nc3n(c(=O)c2c1)CCCCC3	-4
COc1cc(OC)c(C2Nc3cccc4cccc(c34)N2)c(OC)c1	-6
O=C(NC(=S)N1CCCc2ccccc21)c1cccs1	10
Cc1ccc(CNC(=O)c2ccc(N3CCCC3)c(NC(=O)Nc3ccc(F)c(Cl)c3)c2)cc1	-3
CC1=NN(c2ccc(Cl)cc2)C(=O)C1C=Nc1ccc2nc(C)[nH]c2c1 (configuration not stated)	-5
CCc1noc(C)c1C(=O)NCc1ccc(F)cc1	1
Cc1cccc(-c2nnc3n(CCc4ccccc4)c(=O)c4ccccc4n23)c1	-3
COc1cc(OCC(N)=O)cc(OC)c1OC	2
O=C(Nc1nccs1)c1ccc(-c2ccc(Cl)cc2Cl)o1	8
CCOc1ccc(NC(=O)CN2C(=O)S/C(=C/c3ccc(-c4ccc(C(=O)OC)cc4C)o3)C2=O)cc1	-2
Cc1nc2nc(NC(=O)c3ccc(Cl)cc3)[nH]n2c(=O)c1C	-3
COc1ccc(Nc2cc(C(=O)NC3CCCC3)c3ccccc3n2)cc1	-2

# Part of the list above in order of molar mass, descending:
SMILES	ROC1-CUL1 inh
Cc1ccc(CNC(=O)c2ccc(N3CCCC3)c(NC(=O)Nc3ccc(F)c(Cl)c3)c2)cc1	-3
O=C(c1ccc(CSc2nc3ccncc3n2Cc2ccccc2)cc1)N1CCCCCC1	0
COc1cccc(-c2ccccc2NC(=O)C2CCN(Cc3ccc(CO)o3)CC2)c1	8
CCc1noc(C)c1C(=O)NCc1ccc(F)cc1	1

# Going on with the list:
SMILES	ROC1-CUL1 inh
CC#CCN1C(=O)NC(CCc2ccccc2)(C2CCN(C(=O)/C=C/c3cccc(F)c3)CC2)C1=O (configuration not stated)	1
Cc1cc(C(F)(F)F)nc(SCc2ccc(C(=O)N/N=C/c3c(Br)cnn3C)o2)n1	-4
Cc1ccc(-c2noc(CNS(=O)(=O)c3ccc(F)cc3)n2)cc1	1
CC(=O)NS(=O)(=O)c1ccc(NC(=O)C2C3C=CC(O3)C2C(=O)O)cc1 (configuration not stated)	-7
COc1ccc(CCNC(=O)CCc2cn(Cc3ccccc3Cl)c3ccccc23)c(OC)c1	-12
CCc1nn(C(CC)C(=O)NCc2ccc(F)cc2)c(=O)c2cc3occc3n12 (configuration not stated)	-3
CC(Nc1ccc(C(=O)N2CCC(Cn3cccn3)CC2)cn1)C1CC1 (configuration not stated)	4
CCc1noc(C)c1C(=O)NCc1cccc(Cl)c1	-4
CCOC(=O)c1cccc(NC(=O)c2ccc(Cl)cc2Cl)c1	5
CCOC(=O)c1c(-c2ccc(C)c(C)c2)csc1NC(=O)CSc1nnnn1-c1ccccc1	0
COc1cc(-c2nnc(SCC(=O)c3ccc(-c4ccccc4)cc3)n2C)cc(OC)c1OC	-1
O=C(COc1ccccc1[N+](=O)[O-])N1CCC(c2nc3ccccc3o2)CC1	0
CCOc1ccc(-c2nn(CC(=O)NC3CCCC3)c3c2cnc2ccc(F)cc23)cc1	0
CCOC(=O)C1C(=N)Oc2c(oc(CO)cc2=O)C1c1ccccc1 (configuration not stated)	6
CCOc1ccc(N2C(=O)C3C(C(C)=O)=NN(c4ccccc4Cl)C3C2=O)cc1 (configuration not stated)	13
Cc1cccc(C(=O)NCCC2=CCCCC2)c1	5
O=C1CC(c2cccc(F)c2F)c2cc3c(cc2N1)OCO3 (configuration not stated)	8
Cc1c(Cl)cccc1NC(=O)c1ccc(N2CCOCC2)cc1	-6
O=C(Cn1ccc2ccccc2c1=O)NCCC(=O)Nc1ccc(F)cc1F	10
COC1CCCN(C(=O)c2coc(CN3CCN(C/C=C/c4ccccc4)CC3)n2)C1 (configuration not stated)	-3
COc1cccc(OCC(O)CN2CC(C)CC(C)C2)c1 (configuration not stated)	-2
Cc1ccc(NC(=O)c2nn3c(C(F)(F)F)cc(-c4cc(Br)cs4)nc3c2Br)cc1C	-11
CCOC(=O)C1=C(C)N=c2s/c(=C\c3ccc(O)c(OC)c3)c(=O)n2C1c1ccc(Br)cc1 (configuration not stated)	11
CCCCCC(=O)NC(=S)Nc1ccc(NC(=O)c2ccc(Cl)cc2Cl)cc1	-9
C=CCSc1nnc2c(n1)OC(c1ccc(OC(C)=O)c(OCC)c1)N(C(C)=O)c1ccccc1-2 (configuration not stated)	2
COCCN1CCC(CN(Cc2ccncc2)Cc2ccoc2)CC1	1
CCC1CCc2nc3sc(C(=O)Nc4cccc(C)c4)c(N)c3cc2C1 (configuration not stated)	-1
COc1cccc(Cc2nc3ccccc3nc2SCC(=O)N2CCc3ccccc32)c1	-6
CC(C)=CCC/C(C)=C/C=N/NC(=O)c1cc2ccccc2cc1O	-4
Cc1ccc(N(CC(=O)N2CCN(c3ccc(Cl)cc3)CC2)S(=O)(=O)c2c(C)noc2C)cc1	11
O=S(=O)(Nc1cccc(-c2ccc(N3CCCCC3)nn2)c1)c1cccs1	6
CCC(=O)Nc1nnc(S(=O)(=O)N2CCCCCC2)s1	-3
CCOC(=O)c1c(NC(=O)c2ccco2)sc(C)c1-c1ccc(F)cc1	-5
CCCNC(=O)c1ccc(N2CCN(CCO)CC2)nc1	3
COC(=O)N=Nc1c(O)[nH]c2ccc(C)c(Br)c12	9
Cc1nn(C)c(C)c1C(C)NC(=O)c1coc(COc2ccccc2F)n1 (configuration not stated)	1
O=C(CCCCCN1C(=O)C2C3c4ccccc4C(c4ccccc43)C2C1=O)OCC(=O)c1ccccc1 (configuration not stated)	0
COc1ccc(NC(=O)c2cnc(SCC(=O)Nc3nc4ccc(C)cc4s3)n(C)c2=O)cc1	2
CC(C)OC(=O)CN1C(=O)S/C(=C/c2cccs2)C1=O	0
CCNC(=S)NNC(=O)CCn1cc([N+](=O)[O-])cn1	-3

# Structural class: the compounds so far containing a COOH group
SMILES	ROC1-CUL1 inh
O=C(O)c1ncccc1S(=O)(=O)O	1
Cc1c(C)[n+]([O-])cn1C(C(=O)O)C(C)C (configuration not stated)	-8
CC(=O)NS(=O)(=O)c1ccc(NC(=O)C2C3C=CC(O3)C2C(=O)O)cc1 (configuration not stated)	-7

# The main list resumes; the 5 compounds before the break are reprinted first.
SMILES	ROC1-CUL1 inh
Cc1nn(C)c(C)c1C(C)NC(=O)c1coc(COc2ccccc2F)n1 (configuration not stated)	1
O=C(CCCCCN1C(=O)C2C3c4ccccc4C(c4ccccc43)C2C1=O)OCC(=O)c1ccccc1 (configuration not stated)	0
COc1ccc(NC(=O)c2cnc(SCC(=O)Nc3nc4ccc(C)cc4s3)n(C)c2=O)cc1	2
CC(C)OC(=O)CN1C(=O)S/C(=C/c2cccs2)C1=O	0
CCNC(=S)NNC(=O)CCn1cc([N+](=O)[O-])cn1	-3
CC12CCC(C(=O)Nc3cc(Cl)ccc3Oc3ccccc3)(OC1=O)C2(C)C (configuration not stated)	5
CS(=O)(=O)Nc1ccccc1F	-3
COc1cc(C)c(Cl)cc1S(=O)(=O)NCCc1c(C)[nH]c2ccccc12	2
CCOC(=O)c1ccc(N=C2S/C(=C\c3cc(Br)ccc3O)C(=O)N2C)cc1	-8
COC(=O)c1cccc(NC(=O)CSc2nnc(COc3ccccc3)n2C)c1	9
Cc1cc(C)cc(NC(=O)C(=O)NCC(c2cccnc2)N2CCN(c3ccccc3)CC2)c1 (configuration not stated)	-1
COc1ccccc1CNC(=O)c1ccc2c(c1)CCN2S(=O)(=O)c1ccc(Cl)cc1	-1
CCCCC1(CC)C(=O)NC(=O)NC1=S (configuration not stated)	6
Cc1ccc(Cl)cc1NC(=O)Cn1c(=O)n(CCC(=O)NCc2ccc3c(c2)OCO3)c(=O)c2sccc21	3
CC1(C)C2CCC1(C)C(NCc1ccccc1)C2 (configuration not stated)	-7
CCc1ccccc1NC(=O)c1cc2nc(-c3ccc(OC)c(OC)c3)cc(C(F)(F)F)n2n1	11
CCN(CC)c1ccc2cc(C(=O)Nc3ccccn3)c(=N)oc2c1	4
Cc1nn(C)cc1CN(C)C(=O)c1nn2c(C(F)(F)F)cc(-c3ccc(Br)cc3)nc2c1Cl	3
Cc1ccc(C)c2sc(NC(=O)c3ccc(S(=O)(=O)N4CCCC4)cc3)nc12	0
CC(C)Oc1ccccc1NC(=O)c1cccc(Cl)c1	15
COc1ccc(OC)c(C2C(C(=O)Nc3ccc(C)cc3)C(C)=Nc3nnnn32)c1 (configuration not stated)	0
CSc1ccc(C(=O)N2CCOC(CCN(C)C)C2)cc1 (configuration not stated)	8
COc1ccc(C2c3c(n[nH]c3C)OC(=N)C2C#N)cc1COc1ccc(F)cc1 (configuration not stated)	-6
Cc1cc(NC(=O)Cc2cccs2)no1	0
CC(C)c1ccc(N2C(=O)CC(Sc3nc4ccccc4o3)C2=O)cc1 (configuration not stated)	-2
CCOC(=O)C1CCCN(C(=O)Cn2nc(CC)n3c(cc4occc43)c2=O)C1 (configuration not stated)	6
COc1cccc(CNC(=O)Cc2ccc(NC(=O)N3CCCCc4ccccc43)cc2)c1OC	-4
CCOCCCNC(=O)CC1C(=O)NCCN1Cc1cccnc1 (configuration not stated)	-9
O=C1c2ccccc2S(=O)(=O)N1Cc1ccc(Br)cc1	6
O=C(c1ccccc1)c1ccc(-c2[nH]c(-c3cccc(I)c3)nc2-c2ccccc2)cc1	10
NS(=O)(=O)c1ccc(NC(=O)CSc2nnc3scc(-c4ccccc4)n23)cc1	9
N#Cc1nc(COc2ccccc2)oc1NCc1ccc2c(c1)OCO2	-4
CCOc1ccccc1N1CCN(C(=O)c2cc3nc(-c4ccc(C)c(C)c4)cc(C(F)(F)F)n3n2)CC1	5
Cc1ccc(Nc2c(C(C)C)c(C)c(C#N)c3nc4ccccc4n23)cc1	-8
CCC(=O)c1cc2c(nc1SC(C)(C)C)CCCC2	10
Cc1ccc2c(c1)N(C(=O)c1cccs1)C(c1ccc(F)cc1)C1C(=O)CC(c3ccccc3)CC1=N2 (configuration not stated)	-7
CC(NC(=O)CCC1(Cc2ccc(-c3ccccc3)cc2)CCC(=O)N1)c1cccs1 (configuration not stated)	-3
Cc1ccccc1C(=O)Nc1ccc(C(=O)NNC(=O)[C@@H]2CCCC[C@@H]2C(=O)O)cc1	4
CC(=O)Nc1ccc(NC(=O)CN2CCC(C)CC2)cc1	-3
S=c1[nH]nc(-c2cnccn2)s1	8
COC(=O)c1ccc(-c2nc(CN(C)C3CCOCC3)c(C)o2)cc1	10
Cc1ccc(NC(=O)Cn2cc(S(=O)(=O)c3ccc(C)cc3)c(=O)c3cc4c(cc32)OCO4)cc1	-1
CN(C(=O)Cn1cc(S(=O)(=O)Cc2ccccc2Cl)c2ccccc21)c1ccccc1	2
CN(C)CCNC(=O)c1ccc(Cn2c(SCc3ccc(F)cc3)nc3cccnc32)cc1	-5
CCn1c(C)c(C)c2cc(C(=O)NCc3ccc(OC)cc3OC)ccc21	-5
O=C(CC1=CSC2=NCCN12)N1CCC2(CCCN(Cc3ccc(F)cc3)C2)C1 (configuration not stated)	7
CCCCn1c(O)c(N=NC(=O)c2cc(C)[nH]n2)c2ccccc21	-5
Cc1ccc(N2C(=O)c3ccccc3C2=O)cc1C	5
CCOc1ccccc1C(=O)Nc1cc2c(cc1C)n(C)c(=O)c(=O)n2C	-2
CC1(C)O[C@@H](C(N)=O)[C@H](C(N)=O)O1	-6
CN1C(=O)C2C(=NC3=C(C(=O)CCC3)C2c2ccc(Br)cc2)N(C)C1=O (configuration not stated)	-10
CCSC(=O)N1C=Cc2ccccc2C1(C#N)C(=S)SC (configuration not stated)	-2
Cc1cc(C)n(C(=O)c2c([N+](=O)[O-])cnn2C)n1	-13
COc1ccc(-c2nc3ccccc3o2)cc1NC(=O)COc1ccc(C)c(C)c1	12
CCOC(=O)c1oc2ccc(CNCCO)c(Cl)c2c1C	5
CC1=C(C)CC(C(=O)NNC(=O)c2ccccc2O)C(C(=O)O)C1 (configuration not stated)	-1
c1cc(-c2cnccn2)cc(-c2ccn[nH]2)c1	8
CC(C)N(C)CCOC(c1ccccc1)c1ccccc1	2
CC1CCCC(C)N1C(=O)CSc1nc2sc3c(c2c(=O)n1-c1ccc(F)cc1)CCCC3 (configuration not stated)	-6
N#Cc1c(NC(=O)CSc2nnc(N)s2)sc2c1CCC(c1ccccc1)C2 (configuration not stated)	-1
Cc1ccc(-c2c(C(=O)N3CCN(c4ccc(F)cc4)CC3)oc(=O)c3ccccc23)cc1	-12
Cc1cccc(N2CCN(C(=O)C3CCN(c4ncnc5c4nc4n5CCCCC4)CC3)CC2)c1C	0
CCOc1ccc(NC(=O)c2c(NC(=O)Cc3ccccc3)sc3c2CCCC3)cc1	7

# Not all compounds are listed (hit frequency here may not be typical).
